Assay outcomes deposited in PubChem BioAssay by several laboratories.
TCR-CD3 inh = inhibitors of human TCR-CD3 interaction; TAMRA-labeled TCR probe fluorescence, biochemical; inhibition, % at 9.4 µM; hit rate 0.37% among 360,000; AID 651800; in the data active = inhibition above about 19%;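 note: recombinant mutant TCR 2C K166C tagged with TAMRA read by polarization; 0% = receptor in buffer alone and 100% = receptor with positive control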
Rev-erbA mod = Rev-erb alpha (human) modulation; P20393; Rev-erbα–FITC-DNA binding, fluorescence polarization, 90 min; activity, % at 10 µM; hit rate 0.79% among 370,000; AID 1259318;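 active = activity above about 14%, limit read from the data; passing the limit was not always enough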;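 note: 0% = DMSO wells with 35 nM protein and 100% = DMSO wells with 750 nM protein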
HTRA1 inh = HTRA1 (human) protease inhibition; Q92743; recombinant HTRA1, FP-rhodamine activity-based probe, fluorescence polarization; inhibition, % at 5.96 µM; hit rate 0.5% among 340,000; in the data active = inhibition above about 36%;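 note: 0% = enzyme with DMSO and 100% = wells lacking enzyme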
rCAG binder = binds r(CAG) RNA repeats. hit rate 1.3% among 370,000. AID 651821. inhibition, % at 3 µM. r(CAG) RNA repeat, TO-PRO-1 dye displacement fluorescence;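 active = inhibition above the plate cutoff, the mean of all test compounds on that plate plus 3 SD, cut at about 35% in these data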;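 note: 0% = DMSO alone and 100% = 100 µM mitoxantrone as full dye displacement; higher means more dye released from RNA so lower well fluorescence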
ABHD4 inh = inhibits mouse alpha/beta hydrolase domain 4 | inhibition, % at 8.92 µM | purified mABHD4, FP-Rh probe fluorescence polarization | AID 720543 | hit rate 0.54% among 370,000;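 active = inhibition exceeding the mean over every tested compound plus 3 SD, cut at about 30% in these data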;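 note: 0% = plate median of compound wells and 100% = S159A mutant with DMSO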
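Test system: mouse ABHD4 enzyme, wild type. Reagent: FP-Rh fluorescent activity-based probe, added after compound pre-incubation. Timing: pre-incubation 45 min, probe exposure 60 min, at 25 °C. Technique: FP readout, ex 525 nm / em 598 nm. Benchmarks: high control S159A mutant with DMSO, low control median of compound wells.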
TDP2 inh = blocks human TDP2 phosphodiesterase activity; AID 720702; recombinant TDP2, T5PNP hydrolysis, p-nitrophenol absorbance 415 nm; hit rate 0.34% among 370,000; inhibition, % at 12.8 µM; O95551;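 active = inhibition above the mean of all tested compounds plus 3 SD, set per campaign, cut at about 25% in these data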;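 note: 0% = DMSO with enzyme and 100% = buffer with substrate but no TDP2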
Target sequence (O95551 whole entry, looked up): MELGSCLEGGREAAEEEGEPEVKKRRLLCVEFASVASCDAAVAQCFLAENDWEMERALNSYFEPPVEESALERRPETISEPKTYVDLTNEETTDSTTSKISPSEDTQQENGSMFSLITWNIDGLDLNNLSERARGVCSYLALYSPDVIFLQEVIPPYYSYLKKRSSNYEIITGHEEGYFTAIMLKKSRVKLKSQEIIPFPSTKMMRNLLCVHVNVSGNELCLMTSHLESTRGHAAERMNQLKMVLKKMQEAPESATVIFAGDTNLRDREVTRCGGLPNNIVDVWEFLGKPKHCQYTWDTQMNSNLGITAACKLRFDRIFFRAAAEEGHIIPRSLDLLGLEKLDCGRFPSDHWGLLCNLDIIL
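Material: recombinant human TDP2; quantity: TDP2 enzyme at 120 nM final; medium: Tris-HCl pH 7.5 with MgCl2; compound: single concentration, 12.8 µM nominal, with 1% DMSO; incubation: 2 h enzyme incubation at 37 °C; signal: epi absorbance; measure: percent inhibition; benchmarks: high control without enzyme, low control DMSO plus TDP2; repeats: singlicate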
PG9 Ab binder = PG9 antibody binding by small molecule; TR-FRET gp120-PG9 antibody binding; inhibition, % at 6.7 µM; hit rate 0.43% among 360,000; in the data active = inhibition above about 8.5%
PRMT1 FP inh = inhibitors of human PRMT1; recombinant PRMT1, activity-based probe fluorescence polarization; Q99873; hit rate 1.3% among 370,000; inhibition, % at 2.79 µM;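 active = inhibition above about 21% made by adding two undisclosed values, limit read from the data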
Target sequence (Q99873 whole entry, looked up): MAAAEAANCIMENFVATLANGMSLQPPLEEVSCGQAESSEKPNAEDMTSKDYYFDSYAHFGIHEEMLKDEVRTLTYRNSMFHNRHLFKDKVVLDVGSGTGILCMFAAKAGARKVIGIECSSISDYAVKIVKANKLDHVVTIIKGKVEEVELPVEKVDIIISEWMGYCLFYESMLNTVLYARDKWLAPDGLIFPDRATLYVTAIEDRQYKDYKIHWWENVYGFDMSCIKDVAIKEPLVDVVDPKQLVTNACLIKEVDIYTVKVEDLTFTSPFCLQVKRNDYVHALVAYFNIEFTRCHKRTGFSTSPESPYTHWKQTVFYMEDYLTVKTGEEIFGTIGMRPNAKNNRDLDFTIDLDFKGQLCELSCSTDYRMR
SIAE inh = blocks human sialic acid acetylesterase; Q9HAT2; SIAE FP-Rh probe binding, fluorescence polarization; inhibition, % at 9.66 µM; hit rate 0.69% among 370,000; AID 1053197;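 active = inhibition above a cutoff: mean of compounds within the control limits plus 3 SD of those, cut at about 17% in these data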;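 note: 0% = plate median of compound wells and 100% = probe without SIAE protein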
LEDGF integ inh = blocks HIV-1 LEDGF/p75-dependent DNA integration; TR-FRET IN-LEDGF/p75 DNA integration, Eu/Cy5; inhibition, % at 3.7 µM; hit rate 0.64% among 370,000; AID 743269;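 active = inhibition above the screen-wide mean plus 3 SD, cut at about 13% in these data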;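 note: signal is the Cy5 over europium emission ratio at 671 and 618 nm; 0% = plate median of compound wells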
Active calls of the source: *; · = not tested or not shown. These rows are one share of the data, so the mix of outcomes need not match the whole.

Below each compound: TCR-CD3 inh | Rev-erbA mod | HTRA1 inh | rCAG binder | ABHD4 inh | TDP2 inh | PG9 Ab binder | PRMT1 FP inh | SIAE inh | LEDGF integ inh
CC(/C=C1\SC(=S)N(NS(=O)(=O)c2ccccc2)C1=O)=C\c1ccccc1
  4 | -4 | -48 | 74* | -17 | -9 | -2.1 | 3 | -4 | 4
COc1ccc(-c2[nH]ncc2CNC(C)c2cn(C)nc2C)c(F)c1 (stereo unspecified)
  5 | -5 | 5 | -1 | 2 | -4 | -2.8 | 0 | 3 | 2
Cc1cccc(NNC(=O)C(=O)NNc2cccc(C)c2)c1
  5 | -6 | · | -1 | 10 | -11 | -5.2 | -5 | 11 | 5
Brc1ccc2nc(N3CCCC3)sc2c1
  -5 | 1 | -4 | 0 | -1 | 2 | 1.1 | -2 | 0 | 4
O=C(CNC(=S)N(Cc1ccccc1)Cc1cccnc1)NC1CCCC1
  -1 | -5 | -4 | -8 | 0 | -7 | 1.5 | 6 | -3 | -8
CN(C)C(=O)CCc1ccc2c3c([nH]c2c1)[C@]1(C)[C@@H](C(=O)N2CCOCC2)C[C@H](CC(=O)NCCCn2ccnc2)C(=O)N1CC3
  8 | -8 | 4 | 1 | 0 | -1 | 1.7 | -1 | 7 | -4
COc1nnc(-c2ccc(N3CCCCC3)c(NC(=O)COc3ccccc3)c2)c2ccccc12
  -5 | 3 | 0 | 3 | 3 | -12 | -1.5 | 1 | 2 | 2
O=C(NC1CCCc2ccccc21)c1ccccn1 (stereo unspecified)
  -2 | -1 | 1 | -2 | 5 | 11 | -0.5 | 2 | -4 | -1
CN1CCc2[nH]c3ccc(C(=O)NN)cc3c2C1
  -3 | -3 | 5 | -1 | -1 | -5 | -2.6 | -2 | 10 | 5
CCOc1ccc(C(=O)C(CN2CCOCC2)c2ccccc2)cc1 (stereo unspecified)
  6 | 4 | -3 | -6 | 0 | 17 | -0.4 | 4 | 3 | 2
COc1ccc(NC(=O)CN(C)C(=O)CSCc2ccc(C)cc2)cc1
  4 | 0 | -4 | -2 | -2 | -4 | -3.3 | -1 | -1 | -1
COc1ccc(-c2ccc3c(=O)cc(-c4ccsc4)oc3c2)cn1
  -12 | 6 | -10 | 4 | -8 | 7 | 4.7 | -1 | -73 | 0
CCOC(=O)C1=C(c2ccccc2)NC(SC)=C(C#N)C1c1ccco1 (stereo unspecified)
  -14 | 0 | -17 | 0 | 3 | 2 | 2.3 | 6 | -1 | 2
Cc1c(NC(=O)Nc2cccc(F)c2)c(=O)n(-c2ccccc2)n1C
  2 | -3 | 2 | 1 | -2 | -12 | -1.2 | 2 | 6 | 1
COCCNC(=S)Nc1cccc2cnccc12
  -2 | · | 7 | 0 | 7 | 2 | -1.4 | -1 | 1 | -1
O=C(Nc1ccc(N2CCN(Cc3ccccc3)CC2)cc1)c1ccco1
  -9 | -3 | 2 | -9 | 1 | -10 | -1.7 | 0 | -1 | -8
O=[N+]([O-])c1ccc(-c2nc(NCc3cccnc3)c3ccccc3n2)cc1
  11 | -2 | 6 | 5 | 2 | 6 | -0.3 | -3 | 6 | 2
Cc1ccc(S(=O)(=O)N2CCCCC2)cc1NC(=O)c1cc(F)c(F)c(F)c1F
  3 | 0 | -7 | 0 | 1 | 5 | -0.9 | -4 | -8 | 2
CC1CCCC(C)N1CCCNC(=O)C1CCCN(c2ncnc3c2nc2n3CCCCC2)C1 (stereo unspecified)
  2 | -2 | 4 | -3 | -10 | -7 | -0.9 | 6 | -7 | -1
COc1ccc(C(c2nnnn2C2CCCC2)N2CCN(C(=O)c3ccco3)CC2)cc1OC (stereo unspecified)
  -2 | 0 | 1 | 0 | 3 | 9 | -0.3 | 3 | 3 | -3
CN(CCCCCCCCC(=O)/C=N/O)Cc1ccccc1
  0 | -3 | 5 | -8 | 4 | -10 | 0.7 | -1 | 22* | 0
Cc1nc2ccc(C(=O)NCCCn3ccnc3)cn2c1N(C)C(=O)CCc1ccccc1
  3 | -9 | · | 0 | 5 | 2 | -1.0 | -2 | 3 | 1
CC(=O)c1cnn(-c2ccc(Cl)c(Cl)c2Cl)c1C
  5 | 12 | · | -1 | -4 | -9 | 0.8 | 0 | -4 | 3
C(=N\c1nc2ccccc2n1CCN1CCOCC1)/c1cccs1
  -6 | 8 | 2 | 1 | 2 | 18 | 1.4 | -4 | 6 | 2
C=CCn1c(SCC(=O)c2c(N)n(C)c(=O)n(C)c2=O)nnc1-c1ccccc1F
  6 | 12 | 3 | -4 | -3 | 10 | -0.6 | -6 | -5 | 7
Cn1c(=O)c2c(nc(CN3CCN(C(=O)c4ccco4)CC3)n2CCc2ccccc2)n(C)c1=O
  4 | 2 | -3 | -4 | 0 | 4 | -0.5 | -4 | -2 | -1
CCN(CC)S(=O)(=O)c1cccc(-c2n[nH]c(=S)n2/N=C/c2ccc(C(=O)OC)cc2)c1
  0 | -1 | -18 | 32 | -7 | -3 | -0.9 | 32* | 3 | 3
Cn1nnc(NCc2cc(Br)ccc2OCc2ccccc2F)n1
  -4 | -1 | -17 | 0 | 0 | -6 | -2.7 | -3 | -1 | 3
CCOC(=O)[C@@]12CCCC3=C1N(CCC3)C(=O)[C@H]2CC(=O)N1CCOCC1
  · | -6 | · | 2 | 0 | 8 | · | 2 | 0 | -1
CC1=CC=CN2C1=NC(=O)CC2(C)C(=O)N(CC(=O)NC1CCCC1)c1ccccc1C (stereo unspecified)
  -9 | -4 | -1 | -2 | -10 | -9 | 0.0 | 7 | -4 | -2

Part of the list above, as comma-separated lines:
structure,TCR-CD3 inh,Rev-erbA mod,HTRA1 inh,rCAG binder,ABHD4 inh,TDP2 inh,PG9 Ab binder,PRMT1 FP inh,SIAE inh,LEDGF integ inh
Cc1nc2ccc(C(=O)NCCCn3ccnc3)cn2c1N(C)C(=O)CCc1ccccc1,3,-9,·,0,5,2,-1.0,-2,3,1
CC(=O)c1cnn(-c2ccc(Cl)c(Cl)c2Cl)c1C,5,12,·,-1,-4,-9,0.8,0,-4,3
C(=N\c1nc2ccccc2n1CCN1CCOCC1)/c1cccs1,-6,8,2,1,2,18,1.4,-4,6,2
C=CCn1c(SCC(=O)c2c(N)n(C)c(=O)n(C)c2=O)nnc1-c1ccccc1F,6,12,3,-4,-3,10,-0.6,-6,-5,7
Cn1c(=O)c2c(nc(CN3CCN(C(=O)c4ccco4)CC3)n2CCc2ccccc2)n(C)c1=O,4,2,-3,-4,0,4,-0.5,-4,-2,-1
CCN(CC)S(=O)(=O)c1cccc(-c2n[nH]c(=S)n2/N=C/c2ccc(C(=O)OC)cc2)c1,0,-1,-18,32,-7,-3,-0.9,32*,3,3
Cn1nnc(NCc2cc(Br)ccc2OCc2ccccc2F)n1,-4,-1,-17,0,0,-6,-2.7,-3,-1,3
CCOC(=O)[C@@]12CCCC3=C1N(CCC3)C(=O)[C@H]2CC(=O)N1CCOCC1,·,-6,·,2,0,8,·,2,0,-1
CC1=CC=CN2C1=NC(=O)CC2(C)C(=O)N(CC(=O)NC1CCCC1)c1ccccc1C (stereo unspecified),-9,-4,-1,-2,-10,-9,0.0,7,-4,-2

The list goes on.
Below each compound: TCR-CD3 inh | Rev-erbA mod | HTRA1 inh | rCAG binder | ABHD4 inh | TDP2 inh | PG9 Ab binder | PRMT1 FP inh | SIAE inh | LEDGF integ inh
C=CCOc1ccc(C(=O)O)cc1Cl
  10 | -7 | -1 | -2 | 2 | 5 | -2.3 | 0 | 3 | 1
CN(C)CCCNC(=O)N1c2ccccc2C=Cc2ccccc21
  2 | 3 | -1 | -2 | -2 | 4 | 0.5 | 0 | 8 | 0
CCOc1ccc(C2NC(=O)Cc3cc(OC)c(OC)cc32)cc1 (stereo unspecified)
  4 | 2 | 10 | -5 | -5 | 3 | -1.5 | 0 | 1 | 6
CCn1c(Cc2ccccc2)nnc1SCC(=O)Nc1ccc(N)cc1
  4 | 3 | -2 | 0 | 2 | -11 | -4.3 | 1 | 3 | 1
O=C(NCc1cccc(Cl)c1)c1cccc(S(=O)(=O)N2CCCCC2)c1
  -1 | 1 | -11 | 0 | -5 | 10 | -1.3 | -1 | -3 | -4
COc1ccccc1CNC(=O)NC1CCN(CC(=O)Nc2ccc3c(c2)OCCO3)CC1
  · | -4 | · | 1 | 3 | 2 | · | -3 | 0 | 7
COC(=O)CC1C(=O)NCCN1C(=O)c1ccccc1 (stereo unspecified)
  3 | 1 | -3 | -1 | 0 | 4 | -0.3 | -4 | 2 | 0
COC(=O)c1cc(NC(=O)c2ccc([N+](=O)[O-])cc2)c(=O)oc1C
  2 | -1 | -2 | 1 | 11 | -8 | -1.9 | 1 | -5 | -3
CN1CCN(C(=O)/C=C/c2ccccc2)CC1
  10 | -4 | 10 | 7 | -7 | -8 | -1.4 | -6 | -2 | -1
CCOC(=O)C1CN(S(=O)(=O)c2ccc(C)cc2)c2cc(S(=O)(=O)CC)ccc2O1 (stereo unspecified)
  -3 | 3 | -8 | 0 | 4 | 0 | 0.2 | 2 | -3 | -2
O=C1NC(c2ccccc2Cl)=N/C1=C/c1ccco1
  -3 | -9 | 10 | 3 | 10 | 6 | -4.3 | 4 | 6 | 7
Cc1cc(/C=C(/C#N)C(=O)O)c(C)n1-c1cccc2ccccc12
  -5 | -1 | -4 | 30 | -10 | -10 | 2.5 | 6 | -1 | 1
CCOC(=O)C1(C(=O)OCC)COC(=O)C1CN1Cc2cc3ccccc3nc2C1 (stereo unspecified)
  0 | 0 | 5 | 10 | 3 | -4 | 0.7 | 23* | -3 | -2
COc1ccc(CC2S/C(=N/N=C/c3ccccc3O)NC2=O)cc1 (stereo unspecified)
  -2 | 1 | -4 | 8 | 9 | -5 | 0.8 | 5 | -16 | -4
COC(=O)Cc1nnn2c1[C@H](C)[C@@H](OC)c1cc(Br)ccc1-2
  -4 | -4 | · | 0 | 1 | -1 | 0.1 | -1 | 6 | 2
COC(=O)c1cc2c(N)c(C(=O)c3ccccc3)sc2nc1C(OC)OC
  7 | 4 | -7 | 0 | -2 | 14 | -4.1 | 0 | 1 | 3
O=C(CN1CCCC1)Nc1c2c(nc3ccccc13)N(Cc1ccccc1)CC2
  -3 | 4 | -16 | -6 | 14 | 12 | 1.0 | 2 | 2 | 7
C=CCc1c(OC)ccc2ccc(=O)oc12
  2 | 10 | 2 | 2 | 0 | -3 | 1.1 | -3 | 0 | 2
COc1cc2nc(CN3CCN(S(=O)(=O)c4ccccc4C(F)(F)F)CC3)[nH]c(=O)c2cc1OC
  -8 | 4 | 1 | 5 | -2 | 3 | 1.4 | 0 | 2 | -2
